Source: PubChem BioAssay
SRC3 inh – SRC3 coactivator transcriptional activity inhibitors, primary screen, cell-based, luminescence; Nuclear receptor coactivator 3 (Homo sapiens), Q9Y6Q9; AID 588352, 2011; 0.17% of 360,000 active; inhibition, % at 3.6 µM; HEK293 GAL4-SRC3 luciferase reporter;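 active means inhibition above a per-campaign cutoff, the mean of all compounds plus 3 SD, cut at about 60% in these data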;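 further: 0% = DMSO-treated cells and 100% = gossypol-treated cells at 36 µM; higher means less SRC3-driven luciferase light from the GAL4 reporter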
LRH-1 inv ag – LRH-1 (NR5A2) inverse agonists, primary screen, cell-based, luminescence, HEK293T, StAR-luciferase reporter; LRH-1 transfected, 24 h; Nuclear receptor subfamily 5 group A member 2 (Homo sapiens), O00482; AID 602396, 2012; 0.13% of 360,000 active; inhibition, % at 3.6 µM;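 active means inhibition above the mean inhibition of all tested compounds plus 3 SD, cut at about 73% in these data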;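 further: 0% = DMSO wells and 100% = reporter-only cells lacking LRH-1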
COUP-TFII inh – NR2F2 transcriptional activity inhibitors, primary screen, cell-based, luciferase reporter, HEK293T, luminescence | COUP transcription factor 2 (Homo sapiens), P24468 | HEK293T NGFI-A luciferase reporter | inhibition, % at 8.6 µM | 0.7% of 370,000 active | AID 686940, 2013;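 active means inhibition above a per-plate cutoff, mean inhibition of test wells between control levels plus 3 SD, cut at about 38% in these data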;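 further: cells cotransfected with COUP-TFII expression vector driving the NGFI-A reporter; 0% = median of COUP-TF2 test wells and 100% = reporter-only cells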
Vif imaging – HIV Vif self-association inhibitors, primary screen, imaging, HEK293T, single point | HEK293T cells, Vif self-association by quenched fluorescence, 24 h | inhibition, % at 7.49 µM | 0.35% of 340,000 active; in the data active means inhibition above about 50%, passing the limit was not always enough; further: some results filed as inactive read as strong as hits
NOD2-RIPK2 inh – NOD2-RIPK2 binding disruptors in cells, primary screen, fluorescence, CHO cells, BLA complementation; inhibition, % at 4.98 µM; 0.38% of 360,000 active; CCF4 ratio; Receptor-interacting serine/threonine-protein kinase 2 (Homo sapiens), O43353; in the data active means inhibition above about 21%;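 further: 0% = vehicle only and 100% = reference blocker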
TROY NFkB inh – inhibitors of TROY-driven NF-kB signaling, primary screen, Q293 LMP1-TROYcd cells, NF-kB luciferase, uHTS | Q293 LMP1-TROYcd NF-kB luciferase reporter, 4 h | inhibition, % at 10 µM | 0.98% of 360,000 active | AID 1347056, 2019;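 active means compounds whose plate-normalised and pattern-corrected inhibition of the luciferase reporter signal at the single screening dose is 50% or more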
SRC2 inh – inhibition of GAL4-SRC2 driven luciferase reporter, primary screen, SRC2 inhibitor project, cell-based, luminescence. inhibition, % at 9 µM. HEK293 GAL4-SRC2 luciferase reporter. AID 651957, 2012. 0.17% of 370,000 active. Nuclear receptor coactivator 2 (Homo sapiens), Q15596;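 active means inhibition above the mean inhibition of all tested compounds plus 3 SD, set per campaign, cut at about 52% in these data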;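 further: 0% = DMSO treated cells and 100% = cells given Gossypol at 36 µM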
SRC1 inh – SRC1 coactivator transcriptional activity inhibitors, primary screen, cell-based, luminescence. HEK293 GAL4-SRC1 luciferase reporter. inhibition, % at 3.6 µM. 0.12% of 360,000 active;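 active means inhibition above the campaign mean plus 3 SD, with each screening campaign given its own cutoff, cut at about 60% in these data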;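 further: 0% = DMSO treated cells and 100% = gossypol at 36 µM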
Target sequence (Q15788 whole entry, looked up, the tested form may be a part): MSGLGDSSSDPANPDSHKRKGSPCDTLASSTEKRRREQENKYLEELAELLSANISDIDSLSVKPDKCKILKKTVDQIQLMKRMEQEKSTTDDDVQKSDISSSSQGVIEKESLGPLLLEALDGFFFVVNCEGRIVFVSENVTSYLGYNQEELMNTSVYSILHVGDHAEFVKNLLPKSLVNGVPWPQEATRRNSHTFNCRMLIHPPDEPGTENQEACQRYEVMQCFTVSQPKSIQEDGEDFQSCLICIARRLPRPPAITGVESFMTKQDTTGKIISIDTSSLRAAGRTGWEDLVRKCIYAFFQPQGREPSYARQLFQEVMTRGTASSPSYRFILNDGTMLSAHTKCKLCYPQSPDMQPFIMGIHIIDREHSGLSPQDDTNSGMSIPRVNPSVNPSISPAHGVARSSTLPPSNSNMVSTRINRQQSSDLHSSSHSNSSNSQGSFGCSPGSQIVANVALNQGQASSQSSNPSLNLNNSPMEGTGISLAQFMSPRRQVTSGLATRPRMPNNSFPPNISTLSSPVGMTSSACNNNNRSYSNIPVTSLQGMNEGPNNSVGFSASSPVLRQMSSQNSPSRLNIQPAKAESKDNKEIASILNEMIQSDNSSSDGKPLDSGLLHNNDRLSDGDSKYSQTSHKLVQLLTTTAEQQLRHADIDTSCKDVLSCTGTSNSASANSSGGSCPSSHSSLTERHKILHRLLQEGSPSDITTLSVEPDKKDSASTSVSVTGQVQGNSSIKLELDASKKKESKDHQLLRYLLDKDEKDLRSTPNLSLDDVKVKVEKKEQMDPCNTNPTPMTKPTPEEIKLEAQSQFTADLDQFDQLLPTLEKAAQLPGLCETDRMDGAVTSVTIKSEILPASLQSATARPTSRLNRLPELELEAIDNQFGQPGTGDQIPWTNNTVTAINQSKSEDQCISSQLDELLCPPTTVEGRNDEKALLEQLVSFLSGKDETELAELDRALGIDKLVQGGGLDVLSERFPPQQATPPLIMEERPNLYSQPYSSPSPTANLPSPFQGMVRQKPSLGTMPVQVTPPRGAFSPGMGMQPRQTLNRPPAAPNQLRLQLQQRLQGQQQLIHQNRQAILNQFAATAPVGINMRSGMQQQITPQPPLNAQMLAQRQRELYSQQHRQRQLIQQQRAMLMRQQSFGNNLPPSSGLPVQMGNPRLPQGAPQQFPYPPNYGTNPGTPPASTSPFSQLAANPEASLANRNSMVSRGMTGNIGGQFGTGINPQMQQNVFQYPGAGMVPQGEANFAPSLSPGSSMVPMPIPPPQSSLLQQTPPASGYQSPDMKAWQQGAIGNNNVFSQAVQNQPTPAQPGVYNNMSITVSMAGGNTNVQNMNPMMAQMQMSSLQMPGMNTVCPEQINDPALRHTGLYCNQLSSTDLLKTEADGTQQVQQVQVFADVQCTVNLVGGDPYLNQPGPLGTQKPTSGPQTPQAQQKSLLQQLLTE
TLR9-MyD88 block – inhibitors of TLR9-MyD88 association in cells, primary screen, cell-based, CHO, BLA complementation, fluorescence | CCF4 FRET ratio | 0.21% of 340,000 active | inhibition, % at 4.98 µM | Toll-like receptor 9 (Homo sapiens) + Myeloid differentiation primary response protein …;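 active means inhibition above the mean over all tested compounds plus 3 SD, cut at about 21% in these data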;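 further: 0% = DMSO only wells and 100% = clavulanate BLA inhibitor control wells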
C8 TRAIL sens – viability loss with TRAIL in NB7+C8 cells, primary screen, TRAIL sensitizer project, cell-based, ATPlite luminescence | inhibition (viability loss, TRAIL sensitization), % at 10 µM | 1% of 360,000 active;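 active means compounds causing at least 50% loss of cell viability in the single-dose screen, relative to plate controls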
LMP1 NFkB inh – EBV LMP1-driven NF-kappaB luciferase reporter inhibitors, primary screen, cell-based, luminescence, single point. 0.69% of 350,000 active. inhibition, % at 12.5 µM. LMP1-induced NF-kappaB luciferase reporter cells; in the data active means inhibition above about 41%;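 further: 0% = neutral control wells and 100% = reference inhibitor control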
Starred values were filed as active, the others as inactive; · = no result given.

cpd	mol	SRC3 inh	LRH-1 inv ag	COUP-TFII inh	Vif imaging	NOD2-RIPK2 inh	TROY NFkB inh
1	COCC(=O)Nc1ccc(Br)cc1C	11	0	29	7	-9	9
2	O=C(c1ccco1)N1CCN(C(=O)c2ccccc2Oc2ccccc2)CC1	11	-11	13	2	10	0
3	S=c1[nH]ncn1/N=C/c1ccc(N2CCOCC2)cc1	-79	-43	-13	5	-9	-31
4	Cc1nnc(NC(=O)CSc2cn(Cc3ccccc3)c3ccccc23)s1	20	0	-6	-7	7	19
5	Cc1cccc(N2CCN(S(=O)(=O)c3c(C)[nH]c(=O)[nH]c3=O)CC2)c1C	-6	1	-1	-2	4	8
6	CC1CCc2cc(F)ccc2N1C(=O)CSc1nnc2c(n1)[nH]c1ccccc12 (centres undefined)	16	-11	17	-20	-8	11
7	COC(=O)c1ccc(Cn2cnc3c(cnn3-c3ccc(F)cc3)c2=O)o1	28	0	5	-9	2	14
8	CCCCn1nc2cc(C(=O)NC[C@@H]3CCCO3)ccc2c1OCC	4	-7	4	0	-7	-4
9	O=C(CCN1C(=O)/C(=C\c2ccccc2Cl)SC1=S)Nc1cccnc1	4	0	2	·	-8	43
10	CCCCNC(=O)CCC(=O)Nc1ccc2nc(N3CCN(C)CC3)cc(C)c2c1	3	-12	2	2	-5	-11
11	Clc1ncccc1OCc1ccccc1	-50	-19	-14	-7	-3	-55
12	COCCn1cc(C(=O)N2CCN(C)CC2)c2c3ccccc3n(C)c2c1=O	-1	0	-3	4	-4	6

cpd	SRC2 inh	SRC1 inh	TLR9-MyD88 block	C8 TRAIL sens	LMP1 NFkB inh
1	-23	-9	0	-27	1
2	2	2	-8	4	-1
3	-46	-86	-2	51*	-7
4	-3	-21	2	4	-11
5	17	-3	4	-14	5
6	2	9	4	10	13
7	2	-12	-1	-21	1
8	-8	-13	3	0	2
9	-18	1	-8	-19	-2
10	-3	4	1	2	-6
11	3	-33	-2	24	-15
12	-4	1	4	-8	-2

Compound profiles, as listed above. Values in the order: SRC3 inh	LRH-1 inv ag	COUP-TFII inh	Vif imaging	NOD2-RIPK2 inh	TROY NFkB inh	SRC2 inh	SRC1 inh	TLR9-MyD88 block	C8 TRAIL sens	LMP1 NFkB inh
`Clc1ncccc1OCc1ccccc1` in the list: -50	-19	-14	-7	-3	-55	3	-33	-2	24	-15
`COCC(=O)Nc1ccc(Br)cc1C` in the list: 11	0	29	7	-9	9	-23	-9	0	-27	1
`Cc1nnc(NC(=O)CSc2cn(Cc3ccccc3)c3ccccc23)s1` in the list: 20	0	-6	-7	7	19	-3	-21	2	4	-11

Other results:
cpd	mol	SRC3 inh	LRH-1 inv ag	COUP-TFII inh	Vif imaging	NOD2-RIPK2 inh	TROY NFkB inh
13	CCn1c(SCC(=O)Nc2ccccc2)nc2ccccc2c1=O	-7	-5	-3	9	-2	-6
14	COCCn1c(CNc2ccc(F)cc2)nnc1SCC(=O)Nc1ccc(OC)cc1OC	7	-4	4	1	0	2
15	CC(C)C[C@@H](CO)N1CCN(Cc2cccc(C#N)c2)CCC1=O	-3	3	-19	-6	-13	-6
16	NC(=O)CC(NC(=O)c1ccccc1)c1ccc(NCCc2ccc(Cl)cc2)c([N+](=O)[O-])c1 (centres undefined)	-7	3	-6	-4	-2	20
17	C=CCOc1nc2c(c(=O)n(Cc3ccc(Cl)cc3)c(=O)n2C)n1C	0	10	2	-40	-1	-9
18	Cc1ccc(S(=O)(=O)c2cnc3cc(C)nn3c2N)cc1	8	8	0	2	-14	6
19	COc1ccc(C(=O)NC(=S)Nc2nc(C)c(C(=O)N(C)C)s2)cc1	14	17	-17	·	3	-47
20	CCN1C(=O)/C(=C/c2c(C)nn(C)c2C)SC1=S	19	-23	·	-1	-11	-39
21	CCOc1ccc(/C=N/OC(C)C(=O)NCc2ccc3c(c2)OCO3)cc1 (centres undefined)	7	26	-8	-8	6	2
22	Cc1ccccc1S(=O)(=O)NC(=O)C1(C)CCN1C(=O)C/C=C/c1ccccc1 (centres undefined)	-6	-22	-10	-7	6	-4
23	COCCCNC(=O)C(=O)Nc1cc2c3c(c1)CCN3C(=O)CC2	13	1	-7	6	-7	-11
24	CCOC(=O)N1CCc2c(sc3c2c(=O)n(Cc2ccccc2)c(=O)n3CC(=O)NCC2CCCO2)C1 (centres undefined)	5	13	-19	6	7	-8

cpd	SRC2 inh	SRC1 inh	TLR9-MyD88 block	C8 TRAIL sens	LMP1 NFkB inh
13	20	-4	1	-6	0
14	15	3	2	20	-9
15	-6	5	-2	7	-2
16	-1	-62	5	4	7
17	-27	-1	6	3	1
18	-10	-24	-3	-3	-3
19	5	-9	-5	14	-8
20	·	10	8	23	0
21	6	-6	4	0	2
22	-16	8	·	-4	·
23	-9	-18	-5	5	2
24	-3	9	-1	-16	-8

Going on with the list:
cpd	mol	SRC3 inh	LRH-1 inv ag	COUP-TFII inh	Vif imaging	NOD2-RIPK2 inh	TROY NFkB inh
25	CCN(CC1CCCO1)C(=O)C1CCN(C2CCN(Cc3ccccc3C)CC2)CC1 (centres undefined)	12	21	8	-3	-7	-10
26	CCn1c(SCC(=O)Nc2ccccc2OC)nnc1-c1cnccn1	4	24	3	-2	-5	2
27	COc1ccc(S(=O)(=O)N2CCC(C(=O)Nc3nnc(CCN4CCCCC4)s3)CC2)cc1	-3	-3	26	-2	3	8
28	Cc1ccc(/C=N/NC(=O)Cc2ccc(Cl)cc2)c(O)c1	7	-12	5	10	-7	-39
29	CCc1ccc(NC(=O)CSc2nnc(-c3cnccn3)n2C)cc1	-3	-31	2	-3	-10	-22
30	COc1cc(C2C(C(C)=O)=C(O)C(=O)N2CCN2CCOCC2)ccc1O (centres undefined)	1	-6	2	-4	-1	25
31	COc1ccc(CN(C(=O)c2cccs2)c2ccccc2)cc1	-14	-22	3	3	-8	-14
32	COc1ccc(CNC(=O)CN2C(=O)CCSc3ccc(S(=O)(=O)N4CCCC4)cc32)cc1	11	-9	-18	-7	8	-10
33	O=C(CSc1nncn1-c1cccnc1)Nc1cccc(C(F)(F)F)c1	4	20	9	-4	1	5
34	O=C(/C=C/c1ccccc1[N+](=O)[O-])NNC(=O)c1ccncc1	-11	13	-7	5	-8	8
35	CCCCCCn1c(=O)n2n(c1=O)C[C@]1(OC(=O)NCc3ccccc3F)CN(S(=O)(=O)c3ccc(C)cc3)C[C@]1(O)C2	-5	-15	5	-1	4	24
36	COC(=O)CN1C(=O)C2(C(C#N)=C(N)Oc3n[nH]c(-c4cccs4)c32)c2ccccc21 (centres undefined)	-5	16	-2	·	-20	-3

cpd	SRC2 inh	SRC1 inh	TLR9-MyD88 block	C8 TRAIL sens	LMP1 NFkB inh
25	-4	3	-19	-1	7
26	2	8	-1	8	2
27	20	8	1	-9	-8
28	-20	4	2	16	20
29	3	-2	-4	-29	1
30	-4	2	-4	-9	-7
31	-14	-15	-13	-11	3
32	2	5	0	-7	-2
33	-4	7	-8	-7	-6
34	-8	3	-2	11	-4
35	9	-2	-7	27	-14
36	-16	0	2	-3	-2

Grouped by structure: those above with a nitro group on carbon.
cpd	mol	SRC3 inh	LRH-1 inv ag	COUP-TFII inh	Vif imaging	NOD2-RIPK2 inh	TROY NFkB inh
16	NC(=O)CC(NC(=O)c1ccccc1)c1ccc(NCCc2ccc(Cl)cc2)c([N+](=O)[O-])c1 (centres undefined)	-7	3	-6	-4	-2	20
34	O=C(/C=C/c1ccccc1[N+](=O)[O-])NNC(=O)c1ccncc1	-11	13	-7	5	-8	8

cpd	SRC2 inh	SRC1 inh	TLR9-MyD88 block	C8 TRAIL sens	LMP1 NFkB inh
16	-1	-62	5	4	7
34	-8	3	-2	11	-4

Among those listed so far, two have a cyano group.
cpd	mol	SRC3 inh	LRH-1 inv ag	COUP-TFII inh	Vif imaging	NOD2-RIPK2 inh	TROY NFkB inh
15	CC(C)C[C@@H](CO)N1CCN(Cc2cccc(C#N)c2)CCC1=O	-3	3	-19	-6	-13	-6
36	COC(=O)CN1C(=O)C2(C(C#N)=C(N)Oc3n[nH]c(-c4cccs4)c32)c2ccccc21 (centres undefined)	-5	16	-2	·	-20	-3

cpd	SRC2 inh	SRC1 inh	TLR9-MyD88 block	C8 TRAIL sens	LMP1 NFkB inh
15	-6	5	-2	7	-2
36	-16	0	2	-3	-2

Remaining list, next part:
cpd	mol	SRC3 inh	LRH-1 inv ag	COUP-TFII inh	Vif imaging	NOD2-RIPK2 inh	TROY NFkB inh
37	O=C1CCCN1CCCNS(=O)(=O)c1ccc(Cl)c(C(=O)N2CCOCC2)c1	11	-24	-5	1	-1	1
38	CC(=O)Nc1nc(-c2ccc(-c3ccccc3)cc2)cs1	-77	-99	-9	·	-4	-60
39	COc1ccc([C@@H](OC)[C@@]2(Cc3ccc(O)cc3)N=C(N)N(C)C2=O)cc1	-6	-8	-13	7	-13	3
40	Cc1nn(-c2ccccc2)c2[nH]c(=O)cc(C(F)F)c12	-9	-1	9	20	-10	0
41	Cc1c(C(=O)N2CCOCC2)c(S(=O)(=O)Nc2cccc(Br)c2)c(C)n1C	-16	10	15	-8	-10	8
42	CCC(C)(C)NC(=O)C(c1cccc(OC)c1OC)N(CCC(C)C)C(=O)CCC(=O)Nc1cc(C)on1 (centres undefined)	-6	25	12	-2	-2	6
43	Cc1csc(SCC(=O)Nc2cc(C(N)=O)cc(C(N)=O)c2)n1	-8	0	9	1	-9	12
44	O=C(OCc1nc2ccccc2s1)c1ccco1	-54	-43	-40	-5	9	21
45	Cc1ccc(NC(=O)Nc2ccc3c(c2)N(C)C(=O)CS3)nc1	17	-41	19	-3	-2	-15
46	COc1ccc(C2(C)NC(=O)N(CC(=O)Nc3ccc4c(c3)OCO4)C2=O)cc1OC (centres undefined)	-9	-2	-6	5	-7	-20
47	O=C1CCC/C(=N/NC(=O)c2sc3ccccc3c2Cl)C1	-39	1	-15	0	8	-43
48	CCc1nnc(NC(=O)CCC(=O)NCc2ccccc2Cl)s1	-5	-4	-14	-3	-10	6
49	CN(C)S(=O)(=O)c1ccc(NC(=O)CCCNC(=O)c2ccc(Cl)cc2)cc1	-1	-12	-11	-12	-6	-10

cpd	SRC2 inh	SRC1 inh	TLR9-MyD88 block	C8 TRAIL sens	LMP1 NFkB inh
37	-11	-3	1	-13	8
38	-56	-54	9	4	-18
39	-9	-5	7	-11	4
40	12	-12	-4	-9	-3
41	-17	-10	-3	4	1
42	22	-5	-1	-4	16
43	10	5	-12	-8	-1
44	-63	-35	7	4	-1
45	-22	-11	-5	-5	-43
46	-15	1	-6	-17	-1
47	9	-54	4	-5	-15
48	14	31	-7	-9	8
49	-2	-3	2	6	-2

These rows are one share of the data; rates above refer to the full screens.
